IDE cell activ: activators of human insulin-degrading enzyme in cells; P14735; HEK cells, FAbeta-B cleavage, fluorescence polarization; 0% vehicle, 100% cell-free pure enzyme wells; activation, % at 5.96 µM; hit rate 0.073% among 340,000; AID 493087;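 active means activation above the mean of all tested compounds plus 3 SD, set per screening campaign, cut at about 17% in these data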
MEKK3 PB1 HTS: MEKK3-MEK5 PB1 interaction, increase or decrease; bead-based flow cytometry, Alexa488-MEK5 binding to MEKK3; actives lie on both sides; 0 = blocked by unlabeled MEK5, 100 = vehicle; binding response (% of control), % at 10 µM; hit rate 1.4% among 290,000;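 active means binding response more than 3 SD above or below the average of its plate-row segment, actives on both sides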;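 further: Alexa488 bead fluorescence after subtracting the streptavidin-only scavenger bead signal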
Target sequence (Q99759 whole entry, looked up): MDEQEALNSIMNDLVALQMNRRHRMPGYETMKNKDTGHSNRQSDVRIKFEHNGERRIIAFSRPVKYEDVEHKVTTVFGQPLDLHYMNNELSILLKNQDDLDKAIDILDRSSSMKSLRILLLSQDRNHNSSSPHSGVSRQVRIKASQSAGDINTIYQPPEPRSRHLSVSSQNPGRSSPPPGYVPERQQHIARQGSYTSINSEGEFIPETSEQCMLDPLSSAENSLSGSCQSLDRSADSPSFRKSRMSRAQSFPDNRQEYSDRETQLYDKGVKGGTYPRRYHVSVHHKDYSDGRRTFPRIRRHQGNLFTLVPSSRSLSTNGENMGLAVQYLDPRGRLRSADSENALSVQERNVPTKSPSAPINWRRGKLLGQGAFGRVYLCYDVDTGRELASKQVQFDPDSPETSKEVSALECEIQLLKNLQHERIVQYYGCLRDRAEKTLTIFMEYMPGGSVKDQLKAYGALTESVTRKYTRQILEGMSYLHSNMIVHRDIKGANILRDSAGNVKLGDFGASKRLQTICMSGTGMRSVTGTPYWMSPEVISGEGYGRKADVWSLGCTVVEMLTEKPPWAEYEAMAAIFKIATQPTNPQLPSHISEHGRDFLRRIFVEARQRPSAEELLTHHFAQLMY
PHOSPHO1 inh: inhibitors of human PHOSPHO1 phosphatase | hit rate 1.1% among 290,000 | recombinant PHOSPHO1, absorbance phosphatase assay | Q8TCT1 | inhibition, % at 13.3 µM; in the data active means inhibition above about 60%
Target sequence (Q8TCT1 whole entry, looked up): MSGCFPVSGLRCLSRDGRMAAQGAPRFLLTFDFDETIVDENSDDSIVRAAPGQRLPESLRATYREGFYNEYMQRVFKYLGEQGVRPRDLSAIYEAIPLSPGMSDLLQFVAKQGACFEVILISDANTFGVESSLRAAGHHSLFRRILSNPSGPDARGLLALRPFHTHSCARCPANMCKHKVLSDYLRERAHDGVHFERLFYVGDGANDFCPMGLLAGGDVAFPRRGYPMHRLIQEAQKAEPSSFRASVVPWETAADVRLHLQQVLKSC
VIM-2 inhibitor: inhibitors of Pseudomonas aeruginosa VIM-2 metallo-beta-lactamase; purified VIM-2, nitrocefin hydrolysis, epi-absorbance fluorescence; inhibition, % at 5.6 µM; hit rate 0.89% among 290,000; AID 1527;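 active means inhibition above the mean of all tested compounds plus 3 SD, cutoff set per screening run, cut at about 7.5% in these data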;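 further: red hydrolysis product quenches plate fluorescence so inhibitors raise well fluorescence; 0% = enzyme with DMSO and 100% = DMSO without enzyme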
p-CIP stab down: lowers stability of the mouse p/CIP coactivator protein; Q05BA5; F442A p/CIP-EGFP cells, EGFP fluorescence, 16 h; decrease of EGFP signal, % at 10 µM; hit rate 0.01% among 290,000; AID 1984;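 active means EGFP signal decrease of at least 30% at 10 µM or well 3 SD below plate mean, unless failing retest; inactive means the rest, including hits failing retest or dose response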; further: some compounds called inactive have numbers as strong as hits; many of its hits are not listed in these tables
IMP-1 inh: inhibitors of Pseudomonas aeruginosa IMP-1 metallo-beta-lactamase; purified IMP-1, nitrocefin hydrolysis, epi-absorbance fluorescence; inhibition, % at 5.6 µM; hit rate 0.45% among 290,000;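 active means inhibition above the mean plus 3 SD of all compounds in the same screening run, cut at about 4.5% in these data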;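 further: 0% = IMP-1 with DMSO and 100% = DMSO wells lacking enzyme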
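assay system = purified recombinant IMP-1 metallo-beta-lactamase enzyme | schedule = 15 min preincubation plus 25 min reaction at 25 °C | signal = Epi-absorbance fluorescence, 480 nm excitation, 530 nm emission | read-out basis = percent inhibition from optical density relative to buffer-blank wells | controls = IMP-1 with DMSO as 0%, enzyme-free DMSO as 100%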
NS3 helicase inh: HCV NS3 helicase inhibition. NS3 helicase DNA unwinding, Cy5 molecular beacon fluorescence. inhibition, % at 10.9 µM. hit rate 0.56% among 290,000;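 active means inhibition above the mean of all tested compounds plus 3 SD, set per campaign, cut at about 35% in these data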;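 further: 0% = DMSO wells and 100% = thioflavine S control wells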
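assay system = NS3 helicase fragment of HCV | buffer or medium = MOPS pH 6.5, MgCl2, DTT, Tween20, BSA | timing = 60 min unwinding reaction at 25 °C after ATP addition | signal = Cy5 beacon fluorescence read at start and 1 h | read-out basis = % inhibition of unwinding | control set = low DMSO, high thioflavine S at 110 µM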
SUMO HTRF inh: inhibitors of human SUMOylation (UBC9). inhibition, % at 35 µM. AID 2006. HTRF SUMOylation assay, SAE1/SAE2 + UBC9, in vitro. P63279. hit rate 0.36% among 290,000; in the data active means inhibition above about 50%, passing the limit was not always enough; further: strong numbers were not always called active
Target sequence (P63279 whole entry, looked up): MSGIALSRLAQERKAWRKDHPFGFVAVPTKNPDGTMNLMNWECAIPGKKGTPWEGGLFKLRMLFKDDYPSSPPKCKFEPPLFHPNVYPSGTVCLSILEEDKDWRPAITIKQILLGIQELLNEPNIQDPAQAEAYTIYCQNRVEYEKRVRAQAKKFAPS
FID counter: counter-screen for HCV NS3 helicase inhibitors: DNA intercalator displacement; DNA fluorescent intercalator displacement, fluorescence; inhibition, % at 7.9 µM; hit rate 0.17% among 290,000; AID 1845; in the data active means inhibition above about 37%;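 further: 0% = vehicle and 100% = reference compound; higher means more ethidium bromide displaced from hairpin DNA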
An asterisk follows results filed as active; / = no result given.

SMILES	IDE cell activ	MEKK3 PB1 HTS	PHOSPHO1 inh	VIM-2 inhibitor	p-CIP stab down	IMP-1 inh	NS3 helicase inh	SUMO HTRF inh	FID counter
O=C(CSc1ccc(-c2ccccc2)nn1)N1CCCCC1	-2	97	-1	-1.7	0	-1.2	-6	9	-13
CC(C)Nc1nnc(SCC(=O)c2c(N)n(Cc3ccccc3)c(=O)n(C)c2=O)s1	1	101	12	-0.8	-8	-0.5	-3	-4	-10
COc1ccc(OC)c(NC(=O)c2ccc(-c3csc(C)n3)cc2)c1	-4	98	30	-0.1	15	-2.4	-12	5	-34
COCCNC(=O)c1c[nH]c2ccc(OC)cc2c1=O	-3	92	-3	-0.8	2	-1.7	-1	13	0
O=C1NC(c2cc(Cl)cc([N+](=O)[O-])c2O)Nc2ccccc21 (configuration not stated)	-3	91	29	-1.1	3	-2.2	18	2	-2
CCCc1nc2c(ccc3ccccc32)cc1CC	2	106	9	-2.7	7	-3.5	10	-13	-6
COC(=O)c1cn(C(=O)c2cccc(Br)c2)c2ccccc12	2	106	36	0.1	-5	-3.9	-8	1	-2
O=C(COc1ccccc1Cl)Nc1nc(-c2cccs2)cs1	-3	109	0	-0.5	-17	-0.9	-11	15	1
O=C(Nc1nnc(SCc2ccccc2Cl)s1)C1COc2ccccc2O1 (configuration not stated)	1	103	2	-8.1	-14	-3.2	-2	14	-2
CCN(CC)CCOC(=O)c1ccc(NC(=O)CCCN2C(=O)/C(=C/c3cccs3)SC2=S)cc1	2	104	27	3.0	-7	0.1	-34	-8	44*
COc1ccc(C(C)(C)C)cc1NC(=O)c1cccc(S(=O)(=O)N2CCN(C(C)=O)CC2)c1	-1	105	42	-2.0	9	-1.6	-7	-6	-39
O=C(O)c1ccc(CS(=O)(=O)c2c(Cl)cccc2Cl)o1	3	101	16	-1.7	-11	-1.5	35	22	-8
CCOc1ccc(N(CC(=O)NC2CCCCC2)S(=O)(=O)c2ccc(C)cc2)cc1	1	102	8	-2.3	5	-5.2	-4	-4	-23
COc1ccccc1CCN1CCCC(CN(C)C(=O)c2ccco2)C1 (configuration not stated)	7	105	50	-0.7	-10	-1.3	-2	7	2
O=C(CCN1C(=O)/C(=C/c2ccc(Cl)cc2)SC1=S)Nc1ccc(C(=O)O)cc1	-1	107	/	0.3	-4	-0.9	22	20	-7
Cc1oc2cc3oc(=O)c(CCC(=O)N4C[C@H]5C[C@@H](C4)c4cccc(=O)n4C5)c(C)c3cc2c1C	-20	102	24	0.8	-15	-2.0	-15	37	-47
Cc1cc(C)c(C(=O)N2CCCC(CNC(=O)C3(c4ccc(Cl)cc4)CC3)C2)c(=O)[nH]1 (configuration not stated)	2	99	5	-0.2	-2	-1.5	-19	-7	-16
CCN(CC)CCN(CC(=O)Nc1c(C)cc(C)cc1C)C(=O)c1ccccc1	5	96	/	-0.6	-2	-3.1	-6	6	3
CC(/C=C/c1ccccc1)=N\Nc1nc(-c2ccccc2)cs1	5	105	21	-3.0	-10	-2.9	11	-1	3
CN1CCN(c2ccc([N+](=O)[O-])cc2C(=O)Nc2ccccc2)CC1	5	99	10	1.8	11	0.9	-13	16	21
CCOC(=O)c1cnc(SCC(=O)Nc2sc(C)c(C)c2C#N)nc1N	-5	95	92*	-1.7	-1	-1.6	-13	18	3
CC(CCN1CCN(CCO)CC1)c1ccccc1 (configuration not stated)	-2	105	36	-0.3	-7	-2.1	0	2	11
NC(=O)COC(=O)c1ccc2c(c1)S(=O)(=O)N=C1CCCCCN12	-2	111	-12	-0.1	-2	-2.2	1	-8	-1
O=C(O)C1CCN(S(=O)(=O)Cc2ccccc2)CC1	0	101	42	-0.4	3	-3.8	12	-4	-4
COc1ccccc1-c1cc(C(=O)NCc2cccs2)no1	10	100	2	-3.2	12	-3.2	-1	10	-7

Full records, quoted from the list. Order of screens: IDE cell activ	MEKK3 PB1 HTS	PHOSPHO1 inh	VIM-2 inhibitor	p-CIP stab down	IMP-1 inh	NS3 helicase inh	SUMO HTRF inh	FID counter
CC(C)Nc1nnc(SCC(=O)c2c(N)n(Cc3ccccc3)c(=O)n(C)c2=O)s1 is listed with 1	101	12	-0.8	-8	-0.5	-3	-4	-10
CCCc1nc2c(ccc3ccccc32)cc1CC is listed with 2	106	9	-2.7	7	-3.5	10	-13	-6
CC(/C=C/c1ccccc1)=N\Nc1nc(-c2ccccc2)cs1 is listed with 5	105	21	-3.0	-10	-2.9	11	-1	3

Other entries.
SMILES	IDE cell activ	MEKK3 PB1 HTS	PHOSPHO1 inh	VIM-2 inhibitor	p-CIP stab down	IMP-1 inh	NS3 helicase inh	SUMO HTRF inh	FID counter
CC1=CC(=C(C#N)C#N)C=C(C)N1CCC(C)C	5	100	-4	-2.2	-5	-3.1	9	10	0
COc1ccccc1S(=O)(=O)Cc1ccc(C(=O)NCCN2CCCC2)o1	-4	98	1	-5.2	-2	-4.3	-6	35	1
Cc1nn(C(=O)c2cccs2)c(N)c1-c1ccccc1	2	107	5	-1.1	15	-1.8	-8	-8	-4
COc1ccc(-c2nc3ccc(C)cc3c(=O)o2)cc1OC	3	100	30	-1.0	-2	-7.6	3	6	-17
CC(C)NC(=O)c1ccc(N2CCOCC2)nc1	0	104	4	-3.8	-4	-1.7	1	4	0
Cc1ccc(C(=O)COC(=O)CCC(=O)Nc2ccccc2Cl)cc1[N+](=O)[O-]	-1	97	-4	2.4	2	-0.7	2	-1	4
Cc1ccc(O)c(C2=NOC(O)(C(F)(F)C(F)F)C2)c1 (configuration not stated)	2	85	0	-5.0	12	-3.7	4	10	-2
OCCOc1nnnn1-c1ccccc1	4	87	4	-0.5	1	-0.4	-9	5	4
Cc1[nH]n(-c2ccccc2)c(=O)c1C(c1ccccc1[N+](=O)[O-])C(C#N)C#N (configuration not stated)	-1	101	11	-4.2	-7	-2.7	-4	10	-8
COc1ccccc1CC(NC(C)=O)C(=O)NC1CCN(c2nnnn2-c2ccccc2)CC1 (configuration not stated)	4	108	42	-3.3	-1	-2.2	6	4	-27
CN(C)c1ccc(NC(=O)CN2CCC(NC(=O)C3CCCCC3)CC2)cc1	4	103	27	-3.0	-2	-2.0	-3	7	-4
COC(C(=O)Nc1ccnn1C1CCN(Cc2nccs2)CC1)c1ccccc1 (configuration not stated)	-4	102	6	-2.6	-11	-1.9	5	2	-13
C=CCOC(=O)C1=C[C@H](C2CCCCC2)[C@@H](CCCO)[C@H](OCC)O1	2	100	30	0.3	-10	-0.4	-10	-7	-42
CC(C)N(Cc1ccccc1)C(=S)Nc1ccc(OC(F)F)cc1	2	96	-2	1.0	-5	0.6	-9	1	5
O=C(CN1C(=O)c2ccccc2C1=O)NC1CCCCCC1	2	98	36	-0.1	2	-2.6	9	5	-3
COc1ccc(C(=O)/C=C/c2cccnc2)c(OC)c1	1	105	-19	-1.1	-7	1.0	3	4	-3
Cc1cc(C(=O)N/N=C/c2ccc3c(c2)OCO3)c(C)o1	1	102	17	0.1	1	-0.3	-2	1	0
Cc1ccc2cccc(OCCOCCOc3ccccc3Br)c2n1	-1	101	0	0.1	2	-1.0	-11	-4	-25
CC1(C)CC(=O)C(C=NCCN2CCN(C(=O)CCl)CC2)=C(O)C1	-2	104	8	-3.6	6	-2.0	3	8	-2
COc1ccc(Oc2ccc(/C=C/C(=O)c3cccc(OC)c3)cc2[N+](=O)[O-])cc1	-2	104	7	-4.2	9	-2.3	2	-7	2
CC(C)OC(=O)c1ccc(Cn2nnc3ccccc3c2=O)cc1	-4	101	9	-1.9	-5	-1.5	-7	16	-21
Cc1cccc(C)c1NC(=O)CN(C)C(=O)c1ccccc1C(=O)N(C)Cc1ccccc1	2	102	31	-2.6	-8	-4.9	9	11	-45
Cc1c(N2C(=O)c3ccccc3C2(O)c2ccccc2)c(=O)n(-c2ccccc2)n1C (configuration not stated)	10	97	18	-1.3	3	-0.2	2	-13	-21
COc1ccc(N(CC(=O)N/N=C/c2cc(OC)ccc2OC)S(=O)(=O)c2ccccc2)cc1	-3	99	36	-0.6	-6	-0.5	-5	-2	-22
CCc1nccn1CCC(=O)N1CCc2c([nH]c3ccccc23)C1CC(C)C (configuration not stated)	7	99	32	-1.9	0	-2.6	-16	4	5
(more compounds)
SMILES	IDE cell activ	MEKK3 PB1 HTS	PHOSPHO1 inh	VIM-2 inhibitor	p-CIP stab down	IMP-1 inh	NS3 helicase inh	SUMO HTRF inh	FID counter
Cc1ccc(C(=O)Nc2ccc(S(=O)(=O)Nc3cnc4ccccc4n3)cc2)cc1	-1	100	7	-2.0	-14	-1.9	-8	8	-23
Cc1cc(C)c2c(c1)cc(C)c1nnc(SCC(=O)N3CCCc4ccccc43)n12	-4	102	1	-0.6	-10	0.0	-7	4	-2
Cc1cc(N)n(-c2ccc(C)c(C)c2)n1	6	102	-10	-2.0	-5	-2.1	-3	-12	-9
CC(=O)c1ccc(S(=O)(=O)N2CCC(Oc3ccc(-n4cnnn4)cc3)CC2)cc1	1	101	44	-5.7	2	-2.5	4	-4	-4
CC(C)OCCCNc1nc2c([nH]1)c(=O)n(C)c(=O)n2C	6	100	-21	-0.9	-5	-2.6	2	21	-1
Cc1cc(CN2CCCCC2C(=O)Nc2ccc(Oc3cccnc3)cc2)oc1C (configuration not stated)	-3	101	3	-0.4	-13	-1.5	-7	0	-16
Cc1ccc(-c2nc3ccccc3[nH]c2=O)cc1	7	85	27	-1.9	-1	-3.4	7	20	1
O=C(OCc1nc(-c2ccccc2)oc1COC(=O)c1ccco1)c1ccco1	0	99	1	-1.9	-12	-4.5	6	16	-11
COc1ccccc1C(C)NCC(=O)NCc1ccc(C)cc1 (configuration not stated)	2	101	27	1.4	-7	-2.1	0	-7	0
CC(CN1CCN(Cc2ccccc2)CC1)OC(=O)c1ccco1 (configuration not stated)	-1	101	-8	-2.7	0	-4.1	8	3	1
CC(=O)c1cc2c(C)cc(=O)oc2cc1O	6	101	3	-1.8	-8	-3.7	6	27	-1
CCCc1c(O)nc(SCC(=O)N2CCCCC2)[nH]c1=O	-1	104	-18	1.2	4	-0.4	8	18	-3
N#Cc1c(NCCO)ccc([N+](=O)[O-])c1NCCO	5	101	8	-2.7	0	-4.4	-1	6	0
COc1ccc(C(=O)CSc2ccc(-c3ccco3)nn2)cc1	1	100	-1	1.1	4	-0.5	17	32	-12
O=[N+]([O-])c1ccc(N2CCN(Cc3ccncc3)CC2)cc1	0	101	24	-1.3	-1	-1.1	2	11	3
CCOc1ccc(C(=O)N2CCC3(CC2)NCCc2[nH]cnc23)cc1OCC	3	102	38	0.6	-1	-1.7	5	14	4
CCOC(=O)C1CCCN(C(=O)/C(=C/c2ccco2)NC(=O)c2ccccc2)C1 (configuration not stated)	2	98	18	1.5	3	5.2*	45*	5	-48
Cc1cccn2c(=O)c(C=Nc3ccccc3)c(NCCO)nc12	-1	99	-21	3.7	8	-2.6	6	7	2
Nc1ccc(-n2c(N)c(C(=O)NCc3ccc4c(c3)OCO4)c3nc4ccccc4nc32)cc1	7	104	/	-1.2	/	-3.1	-25	/	-14
COc1ccc(/C=C/C(=O)N[C@@H](C)C(=O)O)cc1	2	101	0	-1.1	-13	1.6	-4	-5	2
O=C(CCCCCN1C(=O)CCC1=O)Nc1ncn[nH]1	-3	98	10	-1.2	-4	0.7	1	3	-5

From PubChem BioAssay

Some of the compounds tested; count on the stated rates, not on these rows.
